Source: PubChem
BCLXL inh: inhibitors of human Bcl-xL, primary screen, biochemical, fluorescence polarization, HTS. inhibition, % at 10.9 µM. AID 2129, 2009. Bcl-2-like protein 1 (Homo sapiens), Q07817. hit rate 0.7% among 320,000. GST-Bcl-xL / FITC-Bim BH3 peptide fluorescence polarization;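 active = inhibition above the mean of all tested compounds plus 3 SD, cutoff set per campaign, cut at about 30% in these data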;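 note: 0% = DMSO wells and 100% = unlabeled Bim-BH3 peptide competitor; inhibitors lower millipolarization by displacing the labeled peptide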
Target sequence (Q07817 whole entry, looked up): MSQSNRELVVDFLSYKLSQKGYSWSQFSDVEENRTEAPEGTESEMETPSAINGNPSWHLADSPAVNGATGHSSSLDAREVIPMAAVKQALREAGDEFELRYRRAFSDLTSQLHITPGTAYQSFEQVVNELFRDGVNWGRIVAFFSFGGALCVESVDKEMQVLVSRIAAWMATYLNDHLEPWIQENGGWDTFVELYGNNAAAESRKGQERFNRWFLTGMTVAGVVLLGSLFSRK
PAFAH1B2 FP inh: PAFAH1B2 enzyme inhibitors, primary screen, biochemical, fluorescence polarization, human | hit rate 1.2% among 340,000 | recombinant PAFAH1B2, FP-rhodamine activity probe | inhibition, % at 3.39 µM;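 active = inhibition above the mean of all tested compounds plus 3 SD, cut at about 24% in these data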;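 note: 0% = enzyme with DMSO and 100% = wells lacking PAFAH1B2; many of its hits are not listed in these tables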
PME-1 primary: PME-1 inhibitors via competitive probe labeling, primary screen, biochemical, fluorescence polarization, FP-Rh probe, HTS | Protein phosphatase methylesterase 1 (Homo sapiens), Q9Y570 | recombinant PME-1 | inhibition, % at 5.9 µM | hit rate 0.53% among 320,000 | AID 2130, 2009;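 active = inhibition above the campaign mean of all compounds plus 3 SD, cut at about 26% in these data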;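 note: competitive labeling of PME-1 active site by serine hydrolase directed probe; 0% = PME-1 with DMSO and 100% = wells lacking PME-1 enzyme; inhibitors block probe labeling so polarization falls and inhibition rises; many of its hits are not listed in these tables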
Fam108B counter: mouse Fam108B serine hydrolase inhibitors, primary screen, counter-screen for RBBP9 inhibitor project, biochemical, fluorescence polarization | recombinant Fam108B, FP-Rh probe fluorescence polarization | inhibition, % at 9.51 µM | hit rate 0.33% among 300,000 | AID 1947, 2009;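 active = inhibition above the screen mean inhibition plus 3 SD, computed separately per campaign, cut at about 18% in these data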;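 note: inhibitors lower polarization as less probe binds the enzyme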
MEX-5 binding: MEX-5 zinc finger RNA-binding disruptors – biochemical, C. elegans, fluorescence polarization, MLPCN library, primary screen. Zinc finger protein mex-5 (Caenorhabditis elegans), Q9XUB2. MEX-5/FITC-TCR2 RNA binding; stronger effect = lower value. activity score (negative = inhibition of binding), % at 10 µM. hit rate 0.38% among 300,000;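 active = inhibition past about -25% in most replicates, and total fluorescence under double the plate's negative control median, limit read from the data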;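 note: 0% = DMSO and -100% = 5 µM competing unlabeled TCR2 RNA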
AHR act: AHR activators, primary screen, cell-based, luminescence, luciferase reporter, human | Aryl hydrocarbon receptor (Homo sapiens), P35869 | AHR-responsive luciferase reporter cells | activation, % at 5 µM | hit rate 2.5% among 320,000 | AID 2796, 2010; in the data active = activation above about 47%;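 note: 0% = vehicle wells and 100% = reference agonist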
Target sequence (P35869 whole entry, looked up): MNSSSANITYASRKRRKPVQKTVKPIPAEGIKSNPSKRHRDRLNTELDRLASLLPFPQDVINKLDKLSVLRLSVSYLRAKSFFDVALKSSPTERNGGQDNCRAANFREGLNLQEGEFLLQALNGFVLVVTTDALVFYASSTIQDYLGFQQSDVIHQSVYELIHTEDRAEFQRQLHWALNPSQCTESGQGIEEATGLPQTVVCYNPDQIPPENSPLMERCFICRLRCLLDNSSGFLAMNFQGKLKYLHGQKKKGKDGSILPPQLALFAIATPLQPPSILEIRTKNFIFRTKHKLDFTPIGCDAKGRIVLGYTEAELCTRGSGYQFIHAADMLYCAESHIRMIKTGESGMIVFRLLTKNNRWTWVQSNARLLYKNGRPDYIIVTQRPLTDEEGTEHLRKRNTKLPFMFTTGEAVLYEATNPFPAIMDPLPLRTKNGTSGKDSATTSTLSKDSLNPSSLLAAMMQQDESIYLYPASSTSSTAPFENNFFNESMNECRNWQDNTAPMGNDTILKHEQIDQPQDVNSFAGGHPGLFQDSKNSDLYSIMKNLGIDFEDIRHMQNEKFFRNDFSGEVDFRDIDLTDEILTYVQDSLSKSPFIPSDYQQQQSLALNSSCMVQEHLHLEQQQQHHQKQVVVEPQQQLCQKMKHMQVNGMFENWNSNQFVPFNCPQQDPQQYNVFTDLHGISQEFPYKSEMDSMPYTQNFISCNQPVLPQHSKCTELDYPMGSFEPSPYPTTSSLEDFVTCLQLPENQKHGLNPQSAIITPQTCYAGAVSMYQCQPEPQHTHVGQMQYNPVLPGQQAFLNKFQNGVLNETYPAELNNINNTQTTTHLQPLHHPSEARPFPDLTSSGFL
MCL1 BIM primary: inhibitors of MCL1 binding to BIM-BH3, primary screen, biochemical, fluorescence polarization. Induced myeloid leukemia cell differentiation protein Mcl-1 (Homo sapiens), Q07820. GST-MCL1 / FITC-Bim-BH3 fluorescence polarization. inhibition, % at 10.9 µM. hit rate 0.68% among 320,000;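 active = inhibition above the mean inhibition of all tested compounds plus 3 SD, set per campaign, cut at about 40% in these data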;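 note: 0% = DMSO wells and 100% = unlabeled Bim-BH3 peptide control; higher means more loss of mP so more displacement of Bim peptide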
GLD-1 RNA inh: GLD-1/TGE RNA complex disruptors, primary screen, biochemical, fluorescence polarization; Female germline-specific tumor suppressor gld-1 (Caenorhabditis elegans), Q17339; purified GLD-1 + fluorescein TGE RNA; inhibition, % at 5.96 µM; hit rate 0.44% among 320,000;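 active = percent inhibition above a per-plate cutoff, the plate mean of test compounds plus 3 SD, cut at about 30% in these data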;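 note: 0% = DMSO wells with GLD-1 and probe and 100% = wells lacking GLD-1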
pPAFAH FP inh: pPAFAH enzyme inhibitors, primary screen, biochemical, fluorescence polarization, human. Platelet-activating factor acetylhydrolase (Homo sapiens), Q13093. recombinant pPAFAH, FP-rhodamine probe fluorescence polarization. inhibition, % at 3.39 µM. hit rate 1.5% among 330,000. AID 463082, 2010;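 active = inhibition above the mean inhibition across the screen plus 3 SD, cut at about 25% in these data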;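 note: inhibitors block binding of the rhodamine activity-based probe so polarization drops; 0% = enzyme with DMSO and 100% = wells lacking pPAFAH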
An asterisk follows results filed as active; · = no result given.

SMILES	BCLXL inh	PAFAH1B2 FP inh	PME-1 primary	Fam108B counter	MEX-5 binding	AHR act	MCL1 BIM primary	GLD-1 RNA inh	pPAFAH FP inh
COc1ccccc1CNC(=O)C(=O)c1cn(CC(=O)N2CCCC2)c2ccccc12	8	-1	2	4	-1.3	8	-12	-1	7
CCCCC(=O)Nc1nc2c(OC)cc([N+](=O)[O-])cc2s1	0	-2	15	-3	0.6	10	-1	-2	6
Cc1cc(C)c(S(=O)(=O)N(C)CC(N)=O)c(C)c1	3	1	1	4	1.1	-1	2	5	0
Fc1ccc(N2CCN(Cc3cnc(Oc4ccc(Br)cc4)s3)CC2)cc1	-1	2	0	0	0.6	0	3	1	6
Cc1ccc(N(Cc2cc3ccc(C)cc3[nH]c2=O)S(=O)(=O)c2ccccc2)cc1	1	5	1	-11	1.0	11	-1	1	3
CC(=O)c1cccc(NC(=O)C2C(c3ccccc3)C2(Cl)Cl)c1 (stereo unspecified)	-8	3	1	-4	1.0	4	-2	0	-1
O=C(Nc1ccc(Cl)cn1)c1cccnc1	0	3	0	1	-1.5	-7	1	5	0
O=C(OCC(=O)N1CCCc2ccccc21)c1cc(S(=O)(=O)N2CCOCC2)ccc1O	-5	5	7	·	·	0	-8	1	6
COC(=O)c1ccccc1OCc1cccc(C)n1	2	1	-5	0	-1.7	1	-1	-8	-5
COCC1CCN(C(=O)C2CCC(=O)N(CCc3cccc(F)c3)C2)CC1 (stereo unspecified)	0	4	1	2	0.2	0	4	1	4
CCOc1ccc(C(=O)N[C@H](C(=O)O)C(C)C)cc1	7	-3	-3	0	4.7	1	3	6	0
O=C(c1cccs1)N1CCN(Cc2cccnc2)CC1	5	2	2	5	0.7	4	3	8	-3
O=C(c1cc(COc2cccc(C(F)(F)F)c2)on1)N1CCC(c2ccncc2)CC1	3	3	5	0	2.6	-5	-5	-4	10
CCCCOc1ccc(OCCCN2CCOCC2)cc1	2	-4	0	-3	3.6	1	11	0	7
CN(Cc1cnccn1)Cc1nc(Cc2cccc(F)c2)no1	6	2	-4	2	·	5	3	2	-3
O=Cc1cccn1-c1c(C(=O)O)cnn1-c1ccccc1	4	8	1	-5	0.5	0	3	-3	2
CCC(C)(C)C(=O)Nc1ccc(C(N)=O)cc1	7	1	-3	4	1.5	-1	5	-2	3
CC(C)C(=O)Nc1cccc(C(=O)Nc2nnc(C(C)C)s2)c1	4	1	4	5	-1.4	10	1	9	5
Cc1ccc(C(=O)OCC(=O)c2ccc[nH]2)s1	-1	5	-9	0	-2.1	6	8	0	11
O=C(COC(=O)Cn1cnc2ccccc2c1=O)Nc1ccc(Cl)c(C(F)(F)F)c1	-2	1	-1	-2	-6.5	-1	-1	2	3
Cc1ccc(CNC(=O)Cn2ccc3cc(S(=O)(=O)N4CCCC4)ccc32)o1	7	-4	6	2	-1.9	1	7	-1	4
CN(C)CCNS(=O)(=O)c1ccc(N2CCN(c3ccc(F)cc3)CC2)c([N+](=O)[O-])c1	2	3	4	-3	-3.0	1	0	6	-3
O=C(NCC(c1ccco1)N1CCN(c2ccc(F)cc2)CC1)C(=O)NC1CCCC1 (stereo unspecified)	7	5	1	2	-3.2	1	0	7	2
CN(C)S(=O)(=O)c1cc(C(=O)O)c(NC2CCCCC2)cc1Cl	6	8	-2	1	5.6	-4	7	5	3
N#Cc1nnn2c1nc(N)c1c(F)cccc12	9	1	3	2	-2.5	4	8	4	-3
O=C1OC(c2ccc3c(c2)OCO3)=N/C1=C\c1ccc(C(=O)O)cc1	8	1	-2	-2	-5.8	4	6	9	3
CCOC(=O)N1CCN(C(=O)CSCc2ccc(Br)cc2)CC1	6	4	4	-1	1.0	4	5	9	6
CN(C)CCCN(C(=O)c1ccc(C(=O)c2ccccc2)cc1)c1nc2c(F)cccc2s1	-3	1	-5	3	2.0	0	-22	6	0
CN1CC(=O)N(CC(=O)Nc2cccc3ccccc23)C1=O	·	2	·	·	·	4	·	3	4
CC1(C)Nc2ccccc2N(CCC(=O)N2CCOCC2)C1=O	1	-2	-4	4	2.6	-1	-7	6	2
O=C(Nc1nnc(S(=O)(=O)N2CCOCC2)s1)c1ccccc1Cl	3	-1	-9	-4	1.1	2	10	-6	-11
CN(Cc1ccccc1)C(=O)C1CCCN1S(=O)(=O)c1ccc(Cl)cc1 (stereo unspecified)	2	2	-2	·	·	0	0	-2	1
Cc1cc(OCC(=O)N2CCN(c3ccccc3)CC2)c2c(C)c(C)c(=O)oc2c1	1	-4	-5	-2	0.3	0	-8	2	1
CCN(CC)S(=O)(=O)c1ccc(NC(=S)NC(=O)CC(C)C)cc1	-3	3	-3	0	-0.9	0	2	3	-5
COC(=O)C1=CN(c2cc(C)cc(C)c2)C=C(C(=O)OC)C1c1cccc(F)c1	0	0	2	0	-1.2	1	1	-3	2
COC(=O)c1c(-c2ccc(OC)cc2)oc2ccc(-c3ccc(OC)nc3)cc12	6	7	5	-2	2.4	-3	6	5	-3
CC(=O)Nc1ccc(Oc2ccc([N+](=O)[O-])cc2Cl)cc1	1	11	1	3	-0.9	0	1	-5	20
CCOC(=O)c1cn(Cc2cccc(C)c2)nn1	6	3	-4	2	-1.3	1	-2	3	3
Cc1snc(SCc2ccc(Cl)cc2)c1C#N	3	28*	-3	-6	2.8	-5	0	4	8
CCNC(=S)NNC(=O)C1CCN(Cc2ccccc2)CC1	11	-2	-2	3	-1.7	1	4	3	2
Cc1ccc(C)c2nc3sc(C(=O)N4CCOCC4)c(N)c3cc12	6	6	7	3	-8.4	20	4	-11	6
CC(C)CC(C(=O)NCC1CCCO1)N(C(=O)Cn1nnc(-c2ccc(F)cc2)n1)c1cccc(C(F)(F)F)c1 (stereo unspecified)	0	7	0	4	3.3	-1	-1	-1	4
O=C1NC(=O)/C(=C\c2ccc(Oc3ccc([N+](=O)[O-])cn3)cc2)S1	7	4	4	0	0.5	0	8	3	-1
COc1ccc(-c2cc3c(=O)n(CC(=O)Nc4ccc(Cl)cc4)nc(C)n3n2)cc1	5	5	-3	-2	-1.8	3	-1	5	7
COC(=O)c1ccc(C(=O)OC)c(NC(=O)CSCc2ccc(Br)cc2)c1	1	-1	-5	-1	2.6	-2	-1	-1	2
COc1ccc(S(=O)(=O)NC2CCCCCC2)c(OC)c1	4	2	2	2	0.4	1	-2	4	-2
COc1ccc(NC(=S)N2CCN(c3ccccn3)CC2)cc1OC	4	-1	9	3	-0.5	0	5	6	3
O=C(NCCCN1CCOCC1)c1ccc(Cl)cc1[N+](=O)[O-]	3	2	-3	0	0.1	3	-3	3	4
O=C(OCc1ccccc1Cl)c1cccnc1Cl	2	4	2	3	0.3	2	-8	5	10
COc1cc(CN(C)Cc2nc3cc(C(F)(F)F)ccc3c(=O)[nH]2)ccc1OC(F)F	-2	11	-7	-1	1.7	3	-3	-3	-5

Single records (already shown). Values in the order: BCLXL inh, PAFAH1B2 FP inh, PME-1 primary, Fam108B counter, MEX-5 binding, AHR act, MCL1 BIM primary, GLD-1 RNA inh, pPAFAH FP inh
Cc1ccc(C)c2nc3sc(C(=O)N4CCOCC4)c(N)c3cc12 reads 6, 6, 7, 3, -8.4, 20, 4, -11, 6
O=C(NCCCN1CCOCC1)c1ccc(Cl)cc1[N+](=O)[O-] reads 3, 2, -3, 0, 0.1, 3, -3, 3, 4

Further records follow.
SMILES	BCLXL inh	PAFAH1B2 FP inh	PME-1 primary	Fam108B counter	MEX-5 binding	AHR act	MCL1 BIM primary	GLD-1 RNA inh	pPAFAH FP inh
Cc1cc(N)ccc1NC(=O)CN1CCCC1	5	3	-4	5	0.8	5	4	3	-2
CCCc1ncc(C(O)c2cccc(OC)c2)n1C (stereo unspecified)	0	-1	-2	-3	-1.3	4	-1	4	-6
COC(=O)c1ccc(CSc2ncnc3c2nnn3-c2ccc(F)cc2)o1	8	6	-2	5	-0.2	-3	9	3	-3
COc1ccc(CN2CCN(S(=O)(=O)c3ccc(F)cc3)CC2)cc1OC	0	-1	2	-4	-1.3	4	5	4	4
Cc1c(NC(=O)/C(C#N)=C/c2ccc(-c3ccccc3Cl)o2)c(=O)n(-c2ccccc2)n1C	4	-1	10	-1	2.4	-8	2	3	27*
O=c1[nH]ncc(N2CCN(C(c3ccccc3)c3ccccc3)CC2)c1Cl	2	2	6	1	-0.5	2	2	-1	12
O=C(CCC1CCCN(C(=O)CCCc2ccccc2)C1)N1CCN(c2ccccn2)CC1 (stereo unspecified)	0	7	10	3	-0.5	5	2	2	25*
CC(=O)Nc1cccc(/C(C)=N/NC(N)=S)c1	4	-3	-6	-6	2.3	2	3	11	3
COc1ccc(S(=O)(=O)NCc2c(-c3ccccc3)noc2C)c(OC)c1	2	8	4	3	1.8	1	-5	2	3
CCOC(=O)C1C(=O)CC(C)(O)C(C(=O)OCC)C1c1ccc(Br)o1 (stereo unspecified)	-3	·	7	1	-1.8	6	-5	-4	8
Cc1ccc(CN2CCCOCCS2(=O)=O)cc1	2	4	2	3	3.8	-1	3	2	-2
O=C(c1cccs1)N1CCN(S(=O)(=O)N2CCOCC2)CC1	0	4	2	8	3.1	-3	5	-4	7
O=C(c1ccc(OC2CCN(Cc3ccccc3OC(F)F)CC2)cc1)N1CCCC1	8	1	-2	8	-1.1	1	6	2	4
O=C(Cn1cnc2c(cnn2-c2ccc(F)cc2)c1=O)NCc1ccco1	1	1	-2	-11	1.6	-2	3	8	0
Cc1ccc(-c2csc(NC(=O)c3ccno3)n2)cc1	7	7	-7	8	1.9	41	18	-1	16
Cn1cc(SCC(=O)NCc2ccc3c(c2)OCO3)c2ccccc21	-1	7	-2	-3	2.8	20	10	2	7
Cc1sc(NC(=O)C2CCCCC2C(=O)O)c(C(N)=O)c1-c1ccc(C(C)C)cc1 (stereo unspecified)	3	15	1	-3	·	0	7	-2	-1
COc1ccc(-c2c(NC(=O)c3ccco3)n(-c3ccccc3)nc(C)c2=O)cc1	7	8	-2	-2	·	0	4	0	-3
Cc1nc(Oc2ccc(S(=O)(=O)N3CCOCC3)cc2Cl)c2c3c(sc2n1)CCCC3	3	-11	-7	-4	·	8	-19	3	0
CCCCCCn1c(CN2CCN(C(=O)c3ccco3)CC2)nc2c1c(=O)n(C)c(=O)n2C	1	0	12	-1	0.1	-1	3	3	-3
O=C(Cc1ccccc1)NNC(=O)Nc1ccc(Cl)c(Cl)c1	-2	5	-1	0	-1.3	4	12	10	6
Cc1nnc(SCC(N)=O)n1CC1CCCO1 (stereo unspecified)	8	-3	2	-1	-0.3	0	5	-3	-1
CC(=O)c1ccc(S(=O)(=O)NCCC(=O)OCC(=O)NCCc2ccccc2)cc1	1	4	6	-8	1.6	1	-4	-4	16
Cc1ccc(NS(=O)(=O)c2cc(NC(=O)C(C)Oc3ccccc3)ccc2C)c(C)c1 (stereo unspecified)	8	3	-9	-3	-1.2	0	7	7	-1
O=C([C@@H]1CC=C[C@@H]2CCN(C3CC3)C(=O)[C@@H]21)N1CCN(c2ccccc2)CC1	5	0	-4	1	6.2	2	7	6	5

The list is partial (hit frequency here may not be typical).
